Bioassay records from PubChem BioAssay.
aGlu spleen mod = inhibits or activates alpha-glucosidase in human spleen homogenate | P10253 | human spleen homogenate, 4-MU-alpha-glucoside fluorescence | Potency, µM (series often up to 79.9 µM), without a hit: at the highest dose activity change, negative = inhibition, most hits filed as inhibitors | 0.006% of 240,000 active;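 further: 0% = enzyme with vehicle and -100% = no enzyme basal signal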
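Enzyme source: human spleen homogenate, 1 ug/well. Buffer 50 mM citric acid/K phosphate pH 5.0, 0.01% Tween-20. 4-MU-alpha-glucoside 1 mM; 37 C x 40 min; NaOH/glycine stop; fluorescence.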
GLA spleen mod = inhibitors or activators of human alpha-galactosidase in spleen homogenate. P06280. human spleen homogenate, 4MU-alpha-Gal fluorescence, 40 min. Potency, µM (top dose mostly 80 µM), for the others: at the top dose activity change, negative = inhibition, actives largely listed as inhibitors. 0.008% of 240,000 active. AID 2107;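 further: 0% = enzyme with vehicle and -100% = no enzyme basal signal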
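Human spleen homogenate (1 ug) was the enzyme source, with 4-methylumbelliferyl-alpha-D-galactopyranoside (1 mM final) in pH 5.0 citrate buffer with 0.01% Tween-20. Compounds were titrated; after 40 min at 37C, NaOH/glycine stop, 4-MU fluorescence read; AC50 from Hill fits.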
GAA glycogen mod = alters human alpha-glucosidase cleavage of glycogen; P10253; recombinant GAA, glycogen substrate, Amplex Red glucose oxidase fluorescence; Potency, µM (highest dose often 76.4 µM), inactives show at the highest dose activity change, negative = inhibition, actives largely listed as inhibitors; 0.38% of 300,000 active;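 further: 0% = full enzyme reaction and -100% = no-enzyme basal signal; the screen sought inhibitors and activators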
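qHTS, 1536-well; enzyme 4 nM final; cpd up to 77 uM; substrate bovine liver glycogen 30 ug; 50 mM citrate/phosphate pH 5.0, 0.01% Tween-20; 37 C, 40 min; Amplex Red detection 45 min RT; Hill fit → AC50.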
SMN2 splice enh = enhancers of SMN2 splice variant expression | HEK293 SMN2-luciferase splicing reporter, luminescence, 30-36 h | Potency, µM (top dose mostly 46.1 µM), for inactives: at the top dose activity change, positive = activation, usual class: activators | 2.8% of 210,000 active | AID 1458; further: % of control where 0% means no effect; nearly all actives have a fitted effect of over 55% in size
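HEK293 cells carry an SMN2 […]–luciferase reporter in which exon 7 inclusion puts luciferase in frame. Cells were plated 10-12 h before compound addition, then incubated 30-36 h at 37C. ONE-Glo luminescence was read; sodium butyrate at 4.5 mM final served as control.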
GAA inhib = inhibitors of human lysosomal alpha-glucosidase; P10253; 0.005% of 200,000 active; purified human GAA, 4-MU-alpha-glucoside fluorescence; Potency, µM (highest dose often 76.9 µM), for the others: at the highest dose activity change, negative = inhibition, most hits filed as inhibitors; AID 1466;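 further: plate controls were uninhibited enzyme wells for no effect and no-enzyme background for full effect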
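Human alpha-glucosidase, 4 nM, pre-mixed with test compounds before 400 uM 4-methylumbelliferyl substrate; 20 min room temperature at pH 5.0. Fluorescence read after pH 10 stop; AC50 values from Hill-equation fits.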
ALDH1A1 inh = ALDH1A1 (human) enzyme inhibition; P00352; Purified ALDH1A1, NADH fluorescence, propionaldehyde substrate; Potency, µM (titrated, usually from 75.3 µM), for the others: at the top dose activity, negative = inhibition, hits mostly inhibitors; 7.3% of 220,000 active; AID 1030; active means well fitted inhibition curve with a large enough effect, not every such curve was filed as active; inconclusive means small, poorly fitted or top-dose-only effect, or another doubt; inactive means no such curve, though single readings can be large or run the other way;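 further: plate controls were no enzyme wells and a reference inhibitor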
Target sequence (P00352 whole entry, looked up): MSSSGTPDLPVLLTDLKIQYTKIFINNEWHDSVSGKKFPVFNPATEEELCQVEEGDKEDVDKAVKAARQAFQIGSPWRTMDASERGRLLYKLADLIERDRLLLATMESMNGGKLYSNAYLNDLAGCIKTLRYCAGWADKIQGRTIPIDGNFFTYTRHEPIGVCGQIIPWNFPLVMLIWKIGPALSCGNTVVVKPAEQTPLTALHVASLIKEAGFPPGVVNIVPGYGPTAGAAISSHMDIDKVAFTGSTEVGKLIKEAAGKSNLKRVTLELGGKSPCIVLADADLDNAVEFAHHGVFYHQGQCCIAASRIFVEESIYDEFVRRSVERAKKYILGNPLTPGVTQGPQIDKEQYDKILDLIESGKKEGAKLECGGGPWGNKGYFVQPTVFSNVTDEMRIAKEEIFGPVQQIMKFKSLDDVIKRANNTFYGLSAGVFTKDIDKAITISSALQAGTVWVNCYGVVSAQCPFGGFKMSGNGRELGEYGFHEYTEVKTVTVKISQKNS
JMJD2E inh = inhibitors of human JMJD2E histone demethylase | B2RXH2 | JMJD2E catalytic domain, FDH-coupled NADH fluorescence (FDH is formaldehyde dehydrogenase) | Potency, µM (doses to about 57.1 µM), for the others: at the top dose activity change, negative = inhibition, usual class: inhibitors | 1.6% of 230,000 active; active means well fitted inhibition curve with a large enough effect, not every such curve was filed as active; inconclusive means small, poorly fitted or top-dose-only effect, or another doubt; inactive means no such curve, though single readings can be large or run the other way;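 further: 0% = wells with enzyme and -100% = buffer wells without enzyme; nearly all actives have a fitted effect of over 50% in size; many of its hits are not listed in these tables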
RGS12 GoLoco inh = inhibitors of human Gai1-RGS12 GoLoco interaction (red fluorophore); AID 880; Potency, µM (top dose mostly 61.6 µM), without a hit: top-dose activity, negative = inhibition, most hits filed as inhibitors; 0.44% of 230,000 active; P63096; Gai1:RGS12 GoLoco peptide FP, rhodamine, 10 min; active means well fitted inhibition curve with a large enough effect, not every such curve was filed as active; inactive means no such curve, though single readings can be large or run the other way; further: on the % scale 0 is the no-effect control and ±100 the full control effect; nearly all actives have a fitted effect of over 30% in size; many of its hits are not listed in these tables
Target sequence (P63096 whole entry, looked up): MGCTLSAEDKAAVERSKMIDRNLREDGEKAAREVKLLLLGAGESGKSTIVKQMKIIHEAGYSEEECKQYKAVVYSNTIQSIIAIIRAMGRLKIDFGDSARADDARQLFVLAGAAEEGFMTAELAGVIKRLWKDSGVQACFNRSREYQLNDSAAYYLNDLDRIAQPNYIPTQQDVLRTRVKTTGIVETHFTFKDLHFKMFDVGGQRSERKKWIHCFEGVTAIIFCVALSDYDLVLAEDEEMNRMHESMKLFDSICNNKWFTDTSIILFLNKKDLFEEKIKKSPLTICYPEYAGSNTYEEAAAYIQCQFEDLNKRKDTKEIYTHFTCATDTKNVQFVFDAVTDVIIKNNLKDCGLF
The depositor's hits bear a star; ? = inconclusive; . = not tested or not shown; [ ] = dose if it differs, or a comment. Unless noted, the call rests on the fitted dose curve; in most records, active means well fitted curve in the direction sought with a large enough effect; inconclusive means small, poorly fitted or top-dose-only effect, or another doubt; inactive means no such curve, though single readings can be large; an effect the other way counts as inactive or inconclusive. Potency means the concentration at half of the fitted maximal effect. Only part of the results is shown; rates above refer to the full screens.

SMILES	aGlu spleen mod	GLA spleen mod	GAA glycogen mod	SMN2 splice enh	GAA inhib	ALDH1A1 inh	JMJD2E inh	RGS12 GoLoco inh
Cc1c(O)ccc2c(CN3CCN(CCO)CC3)cc(=O)oc12	21.0%	?	2.8%	8.2%	?	?	?	9.3%
O=C(COc1ccc(Cl)cc1[N+](=O)[O-])N1CCCCCC1	8.3%	3.2%	-17.3%	10.9%	11.0%	3.6%	?	7.5%
COc1ccccc1N(CN1C(=O)c2ccccc2C1=O)C(=O)c1cccnc1	-1.6%	4.7%	1.9%	-19.9%	2.7%	?	-2.1%	9.1%
COCCNC(=O)CN(C(=O)Cn1nnc2ccccc21)c1ccc(F)c(Cl)c1	-5.1%	-8.1%	3.4%	15.5%	-4.9%	17.3%	10.1%	2.4%
O=C1OC2(c3cc(Br)c(O)c(Br)c3Oc3c2cc(Br)c(O)c3Br)c2c(Cl)c(Cl)c(Cl)c(Cl)c21	7.6%	10.4%	.	-17.2%	.	25.1µM*	.	0.794µM*
C=CCn1c(=O)c(C(=O)Nc2ccccc2S(N)(=O)=O)c(O)c2ccccc21	-2.3%	0.4%	-2.0%	.	4.2%	10.6%	?	9.8%
CC1CCCCN1C(=O)COc1ccc2ccc(=O)oc2c1 (stereo not given)	-1.8%	-7.1%	8.5%	21.6%	-2.0%	?	?	1.5%
CCOC(=O)c1c2c3c(c(Cl)ccc3[nH]c1=O)C(=O)c1ccccc1-2	-4.1%	-1.5%	24.8%	?	1.3%	14.2%	6.5%	-18.0%
COc1ccc2c(c1O)-c1ccccc1CCN(C)C2	4.1%	4.8%	-1.7%	.	.	-4.7%	-9.6%	-0.2%
COc1cccc2cc(C(N)=O)/c(=N/NC(=O)COc3ccc(Cl)cc3)oc12	2.0%	-0.2%	-7.7%	15.3%	4.3%	3.9%	-9.0%	8.2%
O=C(NCc1ccccc1)C1=C[C@H](c2coc3ccccc3c2=O)C[C@H](OCc2ccc(CO)cc2)O1	2.5%	9.9%	-6.3%	.	.	?	-2.6%	5.4%
COc1ccc(C(C(=O)NC2CCCCC2)N(Cc2cccs2)C(=O)Cc2c[nH]c3ccccc23)cc1 (stereo not given)	-1.2%	5.6%	-4.2%	-20.3%	-7.1%	-1.0%	-5.4%	-8.9%
COC(=O)[C@H](COC(C)(C)C)NC(=O)O[C@@H]1C(=O)c2cc(Br)ccc2O[C@H]1c1cccc(OC)c1	1.5%	6.6%	.	7.9%	.	10.9%	7.2%	-2.8%
CC(=O)OCc1c(COC(C)=O)[n+](=O)c2ccccc2n1[O-]	-13.3%	-4.0%	3.9%	-1.9%	-5.5%	5.9%	14.1%	6.5%
CC(=O)Nc1ccc(C(=O)OCC(=O)c2ccc(C)c([N+](=O)[O-])c2)cc1	-0.2%	-5.6%	-0.5%	-1.0%	?	-7.8%	-0.2%	10.8%
CN(CCC#N)C(=O)Cn1nc(Cc2ccncc2)c2ccccc2c1=O	3.0%	-4.5%	3.5%	7.8%	-9.9%	6.0%	5.9%	-12.1%
CCOc1cc(C(=S)N2CCOCC2)ccc1O	-5.9%	-7.3%	-9.8%	-9.1%	-22.5%	8.91µM*	-2.5%	0.2%
O=C(NC1CCCCC1)C(c1ccc2ncccc2c1)N(Cc1cccs1)C(=O)c1cccs1 (stereo not given)	4.1%	-11.2%	-14.3%	-8.7%	-7.3%	-13.3%	1.6%	-0.7%
COC(=O)Nc1sc2c(c1C(=O)NCc1ccco1)CCC2	-10.9%	15.0%	-23.7%	-6.1%	-9.6%	?	-4.5%	10.7%
CCOC(=O)Cc1csc(NC(=O)c2cc(OC)cc(OC)c2)n1	5.8%	5.5%	0.6%	-1.5%	-3.7%	1.1%	0.8%	9.5%
CCOC(=O)N1CCN(C(=O)C2CCN(S(=O)(=O)c3ccc(F)cc3)CC2)CC1	-1.9%	-2.3%	1.7%	8.6%	-5.3%	?	-1.2%	-0.4%
O=C1CC(O)(C(F)F)Oc2ccc3ccccc3c21 (stereo not given)	-1.0%	5.2%	0.3%	-9.1%	-4.7%	?	?	2.1%
Cc1ccc(COCCN2CCN(S(=O)(=O)c3ccc(C)cc3)CCC2=O)cc1	-1.0%	-0.5%	-2.4%	-60.4%[inhibitor]	-2.4%	-9.6%	1.7%	1.4%
O=C(CSc1nncn1-c1ccccc1)Nc1ccc(N2CCOCC2)cc1	2.3%	-4.8%	17.5%	-11.3%	-0.9%	-12.7%	-10.3%	-0.1%
Cn1c(=O)c2c(SCc3ccccc3)nc(C3CC3)nc2n(C)c1=O	0.7%	2.6%	-7.8%	.	-5.8%[15.4 µM]	?	6.6%	6.8%
(next part)
SMILES	aGlu spleen mod	GLA spleen mod	GAA glycogen mod	SMN2 splice enh	GAA inhib	ALDH1A1 inh	JMJD2E inh	RGS12 GoLoco inh
Cc1ccc(N(CC(=O)N/N=C/c2cccs2)S(C)(=O)=O)cc1	8.1%	8.3%	6.0%	-6.8%	2.7%	-1.9%	11.5%	-14.1%
CCN(C(=O)c1cn(C)c(=O)c2cc(OC)c(OC)cc12)c1cc(C)ccc1C	0.6%	7.9%	6.1%	-0.1%	-11.3%	3.5%	-16.0%	-9.6%
CCc1cc(C(=O)NNC(=S)NC(C)c2ccccc2)cs1 (stereo not given)	3.2%	8.1%	-19.4%	-64.2%[inhibitor]	-7.0%	7.0%	18.6%	7.0%
N#C/C(=N\Nc1cc(Cl)cc(Cl)c1)c1nnc2n1CCCCC2	0.1%	1.6%	2.4%	-81.1%	6.2%	8.91µM*	11.2%	17.6%
CCCCNC(=O)C1(NC(=O)Nc2ccc(C)cc2)CCCCC1	-2.4%	-2.6%	?	2.8%	-7.9%	-4.4%	-3.4%	6.9%
Clc1ccc(Cl)c(Cl)c1Cl	-0.3%	8.9%	.	-2.8%	.	1.4%	.	3.7%
O=C(CSc1nc2ccccc2s1)N/N=C/c1ccco1	-0.5%	-3.2%	6.7%	8.2%	-2.2%	20µM*	-1.9%	11.3%
Cc1cc(N2CCN(c3cccc(C(F)(F)F)c3)CC2)n2ncnc2n1	-11.8%	-9.4%	1.4%	.	?	12.0%	3.3%	5.0%
COc1ccc(/C=C/C(=O)NC(=S)NN2CCCCC2c2cccnc2)cc1 (stereo not given)	-6.0%	-20.3%	-5.6%	-15.9%	?	?	?	9.2%
CC1CCN(c2ccc(C(=O)O)cc2)CC1	-3.9%	4.4%	-3.7%	11.9%	-2.1%	13.2%	1.3%	-3.3%
O=C(NNc1c(Cl)cncc1Cl)c1cccs1	2.8%	-12.3%	?	.	-14.9%	-11.7%	-2.2%	-4.7%
C/C(=N\NC(=O)C(c1ccncc1)N1CCOCC1)c1ccc(Br)cc1 (stereo not given)	-0.4%	-2.6%	0.3%	-7.8%	6.5%	8.4%	5.2%	7.3%
CC1(c2ccccc2)NC(=O)N(CC(=O)NC(=O)NCc2ccco2)C1=O (stereo not given)	-5.2%	2.5%	-12.3%	20.8%	-1.4%	-0.3%	8.0%	6.9%
Cc1cc(C(=O)NNCc2ccccc2)no1	6.4%[29.1 µM]	3.5%[29.1 µM]	.	-5.0%[20.6 µM]	.	-14.3%[20.9 µM]	-0.3%[25.5 µM]	-3.2%[21.6 µM]
COc1cccc(/C=N/N2C(=O)CSC2=S)c1O	-4.5%	2.3%	1.3%	10.8%	?	7.08µM*	-4.4%	158.5%[activator]
COc1ccccc1-c1nnc(Sc2nc([N+](=O)[O-])nn2C)o1	-6.8%	-5.6%	-5.0%	-68.4%[inhibitor]	-6.4%	3.7%	-2.7%	-3.9%
CCOC(=O)c1c(NC(=O)c2cc(C)oc2C)sc(C(=O)Nc2ccc(Cl)cc2)c1C	-2.4%	-2.4%	1.7%	-2.0%	8.0%	-6.2%	5.6%	31.3%[activator]
COc1ccc(C2N(C(=O)CN3CCOCC3)CCN2S(=O)(=O)c2ccccc2)cc1 (stereo not given)	0.0%	1.5%	-9.7%	10.2%	-29.7%	-1.5%	0.1%	-4.0%
CCCC(=O)C1=C(O)C(c2cccc(Oc3ccccc3)c2)CCC1=O (stereo not given)	.	-2.9%	-6.1%	-25.4%	0.7%	1.3%	-22.0%	4.0%
O=C(/C=C/c1ccccc1Cl)NCc1ccccc1	-2.4%	5.3%	1.5%	15.9%	5.7%	-10.1%	4.8%	-1.7%
Cn1cnnc1SCc1ccccc1	-0.9%	9.4%	-4.2%	7.3%	-3.6%	4.5%	-0.4%	5.8%
O=C(Oc1ccc(Cl)cc1)c1ccc(N2CCOCC2)c([N+](=O)[O-])c1	5.6%	5.1%	-4.7%	-10.1%	1.3%	?	6.8%	-18.5%
Cc1cc(C)c2[nH]c(=O)c(CN(Cc3ccccc3)C(=S)NCCCN(C)C)cc2c1	1.7%	3.6%	5.7%	-65.0%[inhibitor]	-2.1%	?	-2.2%	10.8%
COC(=O)c1ccc(N/C(C)=C/C(=O)c2ccc(C)o2)cc1	-2.8%	3.2%	1.7%	20.0%	6.9%	-2.3%	-18.6%	6.1%
CCc1noc(C)c1C(=O)N1CCCC(CCC(=O)NCc2ccc(F)c(F)c2)C1 (stereo not given)	1.8%	13.3%	0.1%	.	.	-2.3%	3.1%	5.0%
(list continues)
SMILES	aGlu spleen mod	GLA spleen mod	GAA glycogen mod	SMN2 splice enh	GAA inhib	ALDH1A1 inh	JMJD2E inh	RGS12 GoLoco inh
O=C(O)Cn1c(=O)cnc2ccccc21	7.3%	7.7%	3.8%	-7.0%	7.2%	?	?	12.3%
COc1ccc(/C=N/NC(=S)Nc2ccccc2)cc1COc1cccc(C)c1C	-2.0%	1.8%	-2.4%	.	.	.	-0.6%	-10.2%
CCOC(=O)Cn1nc(-c2ccc(F)cc2)oc1=O	-1.0%	4.3%	13.4%	-6.8%	?	15.6%	-2.4%	-0.4%
Cc1nc(C)c(C(=O)Nc2cccc(Cl)c2)o1	-1.7%	4.3%	-0.1%	3.5%	-9.0%	?	9.8%	11.2%
CC(C)(C)OC(=O)N/N=C\c1cccnc1	0.2%	-0.7%	12.4%	.	0.9%	4.4%	2.3%	2.8%
CCN(CC)c1ccc(/C=N/NC(=S)NCc2ccccc2)cc1	7.3%	24.3%	-20.4%	-16.1%	-7.1%	?	?	5.3%
CC(=O)Oc1ccc2c(=O)c(-c3ccccc3)coc2c1	.	0.5%	5.4%	25.1µM*	8.0%	32.6%[activator]	?	9.7%
